HDAC3 inh = inhibitors of human histone deacetylase 3. O15379. recombinant HDAC3, fluorogenic peptide/trypsin coupled, fluorescence. inhibition, % at 8.3 µM. actives 0.15% (n = 320,000); in the data active = inhibition above about 26%, passing the limit was not always enough
Target sequence (O15379 whole entry, looked up): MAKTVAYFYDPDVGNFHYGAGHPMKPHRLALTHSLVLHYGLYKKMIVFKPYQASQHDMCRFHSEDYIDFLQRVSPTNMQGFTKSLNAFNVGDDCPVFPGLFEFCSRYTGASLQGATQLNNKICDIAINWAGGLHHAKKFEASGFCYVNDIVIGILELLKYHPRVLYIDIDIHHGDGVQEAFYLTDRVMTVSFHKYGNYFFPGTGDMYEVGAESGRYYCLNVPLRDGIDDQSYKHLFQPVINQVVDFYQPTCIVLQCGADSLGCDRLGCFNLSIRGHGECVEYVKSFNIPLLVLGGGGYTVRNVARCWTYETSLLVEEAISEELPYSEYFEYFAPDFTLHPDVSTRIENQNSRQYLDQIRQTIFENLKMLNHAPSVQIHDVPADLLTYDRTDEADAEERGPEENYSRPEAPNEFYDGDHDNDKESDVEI
hERG protect = shields human hERG channel from block by proarrhythmic agents; Q12809; actives 0.51% (n = 310,000); activation (rescue from dofetilide block), less the hit threshold, % at 10 µM; CHO-hERG, FluxOR thallium flux, dofetilide IC70 present;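 active = activation above the mean of controls blocked by dofetilide plus 5 SD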;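 note: thallium influx through hERG after potassium depolarization seen as dye fluorescence rise; in these data hits start at about 4.7%; inactives centre near -7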
TRPC4 agonist = activators of mouse TRPC4 channel. Q9QUQ5. HEK293 TRPC4beta/mu-opioid, Fluo4 calcium fluorescence; active compounds read high. B-score at 10 µM. actives 0.49% (n = 310,000);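 active = B-score above 5 SD of library B-scores, and initial fluorescence ratio not above library mean plus 5 SD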;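 note: positive B-score marks a calcium rise read as TRPC4 activation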
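system = HEK293 cells stably co-expressing mouse TRPC4beta and mu-opioid receptor | schedule = Fluo4 dye loading 45 min at room temperature, 110 s recording | measure = B-scored integrated calcium fluorescence ratio | signal = Fluo4 calcium-sensitive dye fluorescence, kinetic, 1 Hz baseline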
KCNK9 inh = blocks the human KCNK9 two-pore domain potassium channel. Q9NPC2. HEK293 KCNK9, FluxOR thallium flux fluorescence; active compounds read low. B-score at 10 µM. actives 1.2% (n = 310,000). AID 488922;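 active = ratio B-score over 3 SD below the library mean, with starting fluorescence within 5 SD of its mean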;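 note: negative B-score means less thallium flux so channel inhibition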
TMEM16A inh = mouse TMEM16A channel inhibition, primary screen | Q8BHY3 | HEK293 TMEM16A/YFP iodide influx fluorescence, ionomycin | normalized B-score (activity score, 25-100; higher = stronger inhibition) at 10 µM | actives 1.2% (n = 310,000);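 active = ratio plate-corrected score three or more library SD toward inhibition, starting fluorescence score within five deviations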;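 note: score derived from kinetic fluorescence span divided by baseline fluorescence per well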
KCNQ1 inh = blocks the human KCNQ1 potassium channel. P51787. CHO-K1 KCNQ1, FluxOR thallium flux fluorescence; active compounds read high. B-score at 10 µM. actives 1.3% (n = 310,000). AID 2642;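 active = compounds whose thallium flux B-score, printed positive for inhibition, exceeds three library SD while starting fluorescence stays within three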;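 note: channel opened by potassium depolarization with thallium stimulus after 20 min compound exposure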
KCNQ1 act = potentiates or activates the human KCNQ1 potassium channel; AID 2648; CHO-K1 KCNQ1, thallium flux FluxOR fluorescence; active compounds read high; B-score at 10 µM; actives 0.35% (n = 310,000);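 active = fluorescence ratio B-score, a plate-corrected score, at least three library SD, with initial intensity B-score within 5 SD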
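Assay system: CHO-K1 cells stably expressing KCNQ1. Medium: assay buffer for compound exposure, DMSO matched across wells. Timing: 37 °C overnight plating, 90-min dark dye load, 20-min compound pretreatment. Signal: kinetic FluxOR fluorescence, 10 s baseline plus 110 s post-stimulus.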
ANO1 activ = activates or potentiates the mouse TMEM16A chloride channel. B-score at 10 µM. actives 0.3% (n = 340,000). HEK293 TMEM16A/YFP-H148Q/I152L, iodide quench fluorescence; active compounds read low. AID 623877;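 active = fluorescence-ratio B-score plate-corrected deviation score at least 3 library SD below zero, with starting fluorescence score within 5 deviations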;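 note: channel opened by trigger with iodide after compound preincubation; score built on the fluorescence ratio of max minus min over baseline; more negative score means more quench and so TMEM16A activation or potentiation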
KCNK3 block = human KCNK3 channel inhibition, primary screen. B-score at 10 µM. actives 0.84% (n = 340,000). AID 602410. CHO-KCNK3 thallium flux, FluxOR fluorescence; active compounds read low;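 active = B-score under library mean minus 4 SD, starting fluorescence ratio at most library mean plus 5 SD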;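 note: more negative B-score means stronger inhibition of thallium flux through KCNK3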
Target sequence (O14649 whole entry, looked up): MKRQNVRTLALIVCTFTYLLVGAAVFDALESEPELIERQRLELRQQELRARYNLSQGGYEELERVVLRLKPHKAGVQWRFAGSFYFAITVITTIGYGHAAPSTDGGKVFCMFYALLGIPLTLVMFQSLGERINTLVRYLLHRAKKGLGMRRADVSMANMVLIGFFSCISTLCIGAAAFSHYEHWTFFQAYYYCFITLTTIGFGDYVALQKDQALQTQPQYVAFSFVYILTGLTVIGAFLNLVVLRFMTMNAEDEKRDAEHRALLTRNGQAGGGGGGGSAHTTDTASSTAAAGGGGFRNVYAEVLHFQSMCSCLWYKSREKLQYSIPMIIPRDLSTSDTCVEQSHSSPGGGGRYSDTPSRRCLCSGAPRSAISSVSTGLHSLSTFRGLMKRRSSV
DYRK1A inh = inhibitors of rat Dyrk1A kinase | actives 0.43% (n = 310,000) | AID 504441 | Q63470 | ADP-Glo luminescence, NFATc1 peptide | inhibition, % at 12.5 µM; in the data active = inhibition above about 50%;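 note: plate controls were vehicle with enzyme for no effect and no enzyme for full effect; many of its hits are not listed in these tables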
TRPC4 potent = allosterically enhances the mouse TRPC4 cation channel. Q9QUQ5. HEK293 TRPC4beta/mu-opioid, DAMGO EC20, Fluo-4 Ca2+ flux; active compounds read high. B-score at 10 µM. actives 0.42% (n = 310,000). AID 2227;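 active = B-score of calcium response area above 5 SD of library B-scores, with initial fluorescence ratio within 5 SD of library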;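 note: B-score of integrated fluorescence ratio over time as area under calcium response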
The depositor's hits bear a star; i = inactive; · = no result given; & = joins results of further samples.

SMILES	HDAC3 inh	hERG protect	TRPC4 agonist	KCNK9 inh	TMEM16A inh	KCNQ1 inh	KCNQ1 act	ANO1 activ	KCNK3 block	DYRK1A inh	TRPC4 potent
C/C(=N\N=C1/NC(=O)C(C)S1)c1ccco1 (centres undefined)	0	-13	i	i	i	i	i	i	i	-3	i
C(=C\c1ccccc1)/C=N/Nc1nncc(-c2ccccc2)n1	6	-5	i	i	i	i	i	·	·	·	i
CCCCNC(=O)CCc1nc2cccnc2n1Cc1ccc(OC)cc1	0	-13	i	i	i	i	i	i	i	-4	i
CCCC(=O)Nc1ccccc1N1CCN(C(=O)c2ccccc2)CC1	-2	-9	i	i	25*	i	i	i	i	-2	i
COc1ccc2[nH]c(=O)c(CN(C(=O)COc3ccccc3)C(C)C)cc2c1	-6	-7	i	i	i	i	i	i	i	-1	i
COc1ccc(/C=N/NC(=O)COc2cccc3cccnc23)cc1OC	6	-10	i	i	i	i	i	i	i	·	i
Cc1ccc(N(C(=O)c2csnn2)C(C(=O)NC2CCCC2)c2ccccn2)cc1 (centres undefined)	0	-3	i	i	i	i	i	i	i	-4	i
COc1ccc(OCC(=O)Nc2ccc(S(=O)(=O)N3CCN(C)CC3)cc2)cc1	-12	-5	i	i	i	i	i	i	i	-3	i
O=C(CSc1nnc(-c2ccncc2)n1-c1ccc(Cl)cc1)Nc1ccc(C(=O)O)cc1	-7	-6	i	i	i	i	i	i	i	-1	i
Cc1ccc(Sc2cc(C)nc(-c3ccccn3)n2)cc1	4	-8	i	i	i	i	i	i	i	0	i
COc1ccc(NC(=S)N(CCCN2CCCCC2)Cc2cccs2)cc1	8	-5	i	i	i	i	i	i	i	-7	i
CC1CCCN(C(=O)Cn2cnc3c2c(=O)n(C)c(=O)n3C)C1 (centres undefined)	5	-6	i	i	i	i	i	i	i	·	i
CCN(CC(=O)Nc1ccccc1OC)C(=O)CSCc1c(C)noc1C	-2	-15	i	i	i	i	i	i	i	0	i
O=C(COC(=O)CCCC1=NS(=O)(=O)c2ccccc2N1)Nc1ccccc1	0	-7	i	i	i	i	i	i	i	12	i
C=Cn1cc[n+](CC(=O)c2ccc(Cl)c(Cl)c2)c1	0	-6	i	i	i	i	i	i	i	8	i
CCOCCCn1c(SCC(=O)Nc2cc(C(C)(C)C)nn2-c2ccccc2)nc2ccccc2c1=O	6	-7	i	-7.3*	i	i	i	i	i	-7	i
Cn1c(=O)n(Cc2ccccc2Br)c2ccccc21	-7	-7	i	i	i	i	i	i	i	18	i
CN(C)c1nc(SCCOC(=O)Nc2ccccc2)nc(N(C)C)n1	2	-9	i	i	i	i	i	i	i	-3	i
Cc1ccc(S(=O)(=O)Nc2nc3cc(C)c(C)cc3[nH]2)cc1	0	-2	i	i	i	i	i	i	i	-4	i
O=C(Nc1ccon1)Nc1ccccc1C(F)(F)F	14	-7	i	i	i	i	i	i	i	-2	i
CC1CCC(NC(=O)COc2ccccc2C(N)=O)CC1 (centres undefined)	-5	-10	i	i	i	i	i	i	i	0	i
Oc1ccc(CCC2CCCCN2Cc2nc(C3CC3)no2)cc1 (centres undefined)	2	-21	i	i	i	i	i	i	i	3	i
O=C(NCc1cccs1)c1csc2c1CCCCC2	6	-4	i	i	i	i	i	i	i	3	i
COc1ccc(Br)cc1C(=O)Nc1ccc(Cc2ccncc2)cc1	3	-7	i	i	i	i	i	i	i	6	i
Cc1ccc(C(=O)NC(=S)NCc2cccnc2)c(C)c1	1	-12	i	i	i	i	i	i	i	-3	i
Cc1ccc(C(=O)NCC(=O)OC(C)C(=O)Nc2ccc(N3CCOCC3)cc2)s1 (centres undefined)	-13	-10	i	i	i	i	i	i	i	11	i
Cc1cccc(C(=O)NCC(=O)N2CCN(c3ccc(Cl)cc3)CC2)c1	-1	-3	i	i	i	i	i	i	i	6	i
O=C(N/N=C/c1ccc[nH]1)c1cc(-c2ccc(Cl)cc2)nc2ccccc12	7	-15	i	i	i	i	i	i	-9.1*	·	i
C(#Cc1ccccc1)CN1CCN(c2ccccn2)CC1	-1	-5	i	i	i	i	i	i	i	-3&-4	i
Cc1cc(C)c(C#N)c(SCC(=O)Nc2ccccc2C)n1	-1	-9	i	i	i	i	i	i	i	2	i
Cc1ccnc(NS(=O)(=O)c2ccc(NC(=O)Cc3cccs3)cc2)n1	3	-12	i	i	i	i	i	i	i	-4	i
COc1ccc(C2NC(=S)N(c3ccccc3)C(C)=C2C(=O)Nc2ccccc2)cc1 (centres undefined)	6	-11	i	i	i	i	i	i	i	-16	i
CCCCNC(C(=O)Nc1ccc(Cl)c([N+](=O)[O-])c1)c1ccccc1 (centres undefined)	0	-14	i	i	i	i	i	i	i	-3	i
CC(C)Cc1ccc(C(C)C(N)=NCCc2ccccc2)cc1 (centres undefined)	-10	-22	i	i	i	9*	i	i	i	-1	10*
Cc1nc(NCC2CCCO2)c2nnn(Cc3ccccc3)c2n1 (centres undefined)	-3	-3	i	i	i	i	i	i	i	0	i
Cc1nn(-c2ccccc2)c(N2CCCCC2)c1/C=N/O	0	2	i	i	i	i	i	i	i	·	i
COc1cc(OC)cc(C(=O)N[C@H](C(=O)Nc2ccc3c(c2)OCO3)C(C)C)c1	-5	-14	i	i	i	i	i	i	i	2	i
S=c1nc(C2CC2)[nH]c2ccccc12	0	20*	i	i	i	i	29*	i	i	3	i
CCOc1ccc(C(=O)Cc2cc3cccc(OC)c3oc2=O)cc1	-3	-2	i	i	i	i	i	i	i	-3	i
CC(C)NC(=O)NC(=O)COc1cccc2c1OC(C)(C)C2	1	-9	i	i	i	i	i	i	i	3	i
COC(=O)C1=C(C)NC(=O)/C1=C\c1cc(C)n(-c2ccc(F)cc2)c1C	-2	-6	i	i	i	i	i	i	i	1	i
Cc1ccc(S(=O)(=O)N2CCC(C(=O)Nc3nnc(-c4ccc(F)cc4)s3)CC2)cc1	0	-3	i	i	i	i	i	i	i	3	i
CCCC(=O)NCCc1nc2ccccc2n1CCC	·	-4	i	i	i	i	i	i	i	1	i
O=C(c1ccccc1)N1CCN(C(=O)c2ccccc2)CC1	-2	-8	i	i	i	i	i	i	i	-9	i
CN(Cc1ccccc1)C(=O)c1ccco1	-3	-14	i	i	i	i	i	i	i	·	i
CN1C(C(=O)NCC2CC2)CC2Cn3c(nc4ccccc43)C21 (centres undefined)	-2	-8	i	i	i	i	i	i	i	-7	i
Cc1cc(NC(=O)CCCC(=O)O)nc(C)n1	12	1	i	i	i	i	i	i	i	10	i
Cc1nc(Cc2nnc(SC(C)C(=O)Nc3cccc(C#N)c3)o2)cs1 (centres undefined)	2	-12	i	i	i	i	i	i	i	6	i
CCc1ccc2c(COC(=O)CNS(=O)(=O)c3ccc(NC(C)=O)cc3)cc(=O)oc2c1	-3	-10	i	i	i	i	i	i	i	-1	i
CCCn1c(SCC(=O)Nc2nnc(C)s2)nnc1-c1ccoc1C	-2	-13	i	i	i	i	i	i	i	-3	i
COc1ccc(Br)cc1CNC(C)c1ccccc1 (centres undefined)	4	-6	i	i	i	i	i	i	i	4	i
O=C1CNC(=O)N1Cc1ccc(Br)cc1	-3	-2	i	i	i	i	i	·	·	·	i
O=C(c1ccc(CN2CCOCC2)cc1)N1CCC(Cc2ccccc2)CC1	5	-9	i	i	i	i	i	i	i	-5	i
COCc1nnc(NS(=O)(=O)c2ccc(F)cc2)s1	-6	-11	i	i	i	i	i	i	i	-3	i
COc1ccc(N/N=C(\C#N)C(=O)NCCc2ccc(OC)c(OC)c2)cc1	1	-10	i	i	i	i	i	i	i	-7	i
CC1CCN(C(=O)c2ccc(NC(=O)c3cccs3)cc2)CC1	8	-4	i	i	i	i	i	i	i	-1	i
COc1ccc(C(=O)N/C(=C/c2ccccc2F)C(=O)NCCN2CCOCC2)cc1OC	14	-8	i	i	i	i	i	i	i	-4	i
O=C(NC(=S)Nc1ccc2c(c1)OCO2)c1ccc(Cl)cc1	·	-7	i	i	i	i	i	i	i	-2	i
CCOC(=O)C1=C(Cc2ccc(C)cc2)C(=O)c2ccccc2C1=O	9	3	i	i	i	i	i	·	·	·	i
CC[C@H](C)Cc1cn([C@@H](CCCN=C(NC(=O)OC(C)(C)C)NC(=O)OC(C)(C)C)C(=O)NCCCCCCCCCCC(=O)N2CCN(C(=O)OC(C)(C)C)CC2)nn1	28*	·	·	·	i	·	·	i	i	-2	·

Copied from the list:
`COCc1nnc(NS(=O)(=O)c2ccc(F)cc2)s1` in hERG protect = -11
`CCCC(=O)NCCc1nc2ccccc2n1CCC` in DYRK1A inh = 1
`O=C1CNC(=O)N1Cc1ccc(Br)cc1` in HDAC3 inh = -3
`COC(=O)C1=C(C)NC(=O)/C1=C\c1cc(C)n(-c2ccc(F)cc2)c1C` in DYRK1A inh = 1
`CC[C@H](C)Cc1cn([C@@H](CCCN=C(NC(=O)OC(C)(C)C)NC(=O)OC(C)(C)C)C(=O)NCCCCCCCCCCC(=O)N2CCN(C(=O)OC(C)(C)C)CC2)nn1` in HDAC3 inh = 28*

Next structures.
SMILES	HDAC3 inh	hERG protect	TRPC4 agonist	KCNK9 inh	TMEM16A inh	KCNQ1 inh	KCNQ1 act	ANO1 activ	KCNK3 block	DYRK1A inh	TRPC4 potent
Cc1ccc(NC(=O)C(NS(=O)(=O)c2cccc3nsnc23)C(C)C)nc1 (centres undefined)	-1	-9	i	i	i	i	i	i	i	-4	i
COCCN=C1NN=C(c2ccc(NC(C)=O)cc2)CS1	13	-12	i	i	i	i	i	i	i	8	i
COc1ccc(C)cc1S(=O)(=O)N(CC(=O)Nc1cccc([N+](=O)[O-])c1)c1ccc(C)cc1	3	-9	i	i	i	i	i	i	i	3	i
Cc1c(Cl)c(C(F)(F)F)nn1CC(=O)N1CCSCC1	-1	-8	i	i	i	i	i	i	i	1	i
c1ccc(CSc2nnc(NC3=NCCCCC3)s2)cc1	1	-9	i	i	i	i	i	i	i	-5	i

Three of the compounds above, with bars between the fields.
SMILES | HDAC3 inh | hERG protect | TRPC4 agonist | KCNK9 inh | TMEM16A inh | KCNQ1 inh | KCNQ1 act | ANO1 activ | KCNK3 block | DYRK1A inh | TRPC4 potent
COc1ccc(C)cc1S(=O)(=O)N(CC(=O)Nc1cccc([N+](=O)[O-])c1)c1ccc(C)cc1 | 3 | -9 | i | i | i | i | i | i | i | 3 | i
Cc1c(Cl)c(C(F)(F)F)nn1CC(=O)N1CCSCC1 | -1 | -8 | i | i | i | i | i | i | i | 1 | i
c1ccc(CSc2nnc(NC3=NCCCCC3)s2)cc1 | 1 | -9 | i | i | i | i | i | i | i | -5 | i

An excerpt, so the mix of outcomes need not match the whole.
